From PubChem
Y pestis TopoI = inhibitors of Yersinia pestis topoisomerase I; Y. pestis Topo-I cleavage product accumulation, plate reader; activity, % at 10 µM; actives 0.064% (n = 360,000); AID 504884; in the data active = activity above about 50%, passing the limit was not always enough; also: inactives centre near 2
Anthrax LF prot = blocks Bacillus anthracis lethal factor protease | multiplex microsphere protease cleavage assay, LF | inhibition, % at 10 µM | actives 0.12% (n = 360,000) | AID 588501; in the data active = inhibition above about 30%; also: plate controls were buffer without enzyme for full effect and enzyme alone for no effect
BH1578 lux ind = induces V. cholerae light production without autoinducers. activation, % at 18.7 µM. actives 0.16% (n = 350,000). V. cholerae BH1578 lux reporter, luminescence, 6 h; in the data active = activation mostly above about 9.7%, no sharp cut-off; also: not every result past the cut was called active; inactives centre near 0; reference of the scale not given here
TcdB GH inh = TcdB glycohydrolase inhibition; P18177; TcdB glycohydrolase enzymatic assay, plate reader; inhibition, % at 9.99 µM; actives 0.24% (n = 350,000); in the data active = inhibition above about 10%
PfHsp40 rescue = compounds rescuing yeast from Plasmodium falciparum HSP40 toxicity. actives 0.68% (n = 340,000). S. cerevisiae expressing PfHsp40, growth rescue, ATP luminescence. growth rescue, % at 12.5 µM; in the data active = growth rescue above about 28%, passing the limit was not always enough;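 also: yeast W303a lacking pdr1 and pdr3 grown in galactose medium; growth measured after three days at 30 °C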
VHR inh abs = inhibitors of human VHR1 phosphatase (DUSP3) | P51452 | recombinant VHR phosphatase, pNPP absorbance | inhibition, % at 13.3 µM | actives 0.52% (n = 290,000); in the data active = inhibition above about 50%; also: some compounds called inactive have numbers as strong as hits
SSB-PriA inh = blocks PriA binding to SSB C-terminal tail; AlphaScreen SSBct-PriA binding, biotinylated peptide; inhibition, % at 33 µM; actives 0.6% (n = 430,000); in the data active = inhibition mostly above about 37%, no sharp cut-off; inactive = mostly below about 20%;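 also: plate controls were negative control peptide for no effect and reference peptide for full effect; strong numbers were not always called active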
MazF activator = activators of E. coli MazEF toxin-antitoxin RNase; FAM/BHQ RNA-DNA oligo cleavage fluorescence, 5 h; actives 0.32% (n = 350,000); activation, % at 20 µM; in the data active = activation above about 50%
3CLpro inhibitor = SARS-CoV 3CLpro protease inhibition. actives 0.14% (n = 290,000). recombinant SARS-CoV 3CLpro, quenched FRET peptide cleavage. inhibition, % at 6 µM. P0C6X7; in the data active = inhibition above about 12%
Rv3671c protease = inhibitors of M. tuberculosis serine protease Rv3671c | inhibition, % at 5.96 µM | actives 0.048% (n = 320,000); in the data active = inhibition above about 38%;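 also: extracellular domain of Rv3671c used as enzyme; 0% = enzyme with DMSO and 100% = no enzyme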
Starred values were filed as active, the others as inactive; i = inactive; . = not tested or not shown; & = joins results of further samples. This is a subset. The share of hits here may be higher or lower than overall.

Every second line gives: Y pestis TopoI, Anthrax LF prot, BH1578 lux ind, TcdB GH inh, PfHsp40 rescue, VHR inh abs, SSB-PriA inh, MazF activator, 3CLpro inhibitor, Rv3671c protease
1	O=S(=O)(N1CCCCC1)N1CCN(c2ccc(F)cc2)CC1
 : 8, -7, i, ., 1.5, 6, -2, 11, -2, 2
2	CCCOc1cccc(NC(=O)c2cc(C)oc2C)c1
 : -1, -7, 0.8, ., 0.8, 24, -15, -6, -1, -12
3	Cc1ccc2cc(CCNC(=O)c3cccc([N+](=O)[O-])c3)c(=O)[nH]c2c1
 : -1, 0, -0.2, 2.2, 1.0, -13, -4, 1, 3, 1
4	NS(=O)(=O)c1ccc(CCNC(=O)c2cc(-c3ccccc3)nc3ccccc23)cc1
 : -10, 2, i, ., 0.9, 5, -6, 2, 3, -12
5	CCC1(c2ccccc2)NC(=O)N(CC(=O)NCCN2C(=O)S/C(=C\c3cccnc3)C2=O)C1=O (stereo unspecified)
 : 6, -2, i, 0.0, 1.4, ., -7, 5, ., 10
6	O=C(COC(=O)c1ccc(S(=O)(=O)N2CCCC2)cc1)Nc1cccc(Br)c1
 : 4, ., i, -0.6, -0.3, ., -11, -2, ., -16
7	CC(=O)Oc1ccc(N2C(=O)C3C(C2=O)C2C=CC3C23CC3)cc1[N+](=O)[O-] (stereo unspecified)
 : 2, 1, 0.8, -0.1, -0.8, 5, 1, 4, -2, 8
8	COc1ccc(-n2ncc3c2CC(C)(C)CC3NC(=O)CCn2nc(C)cc2C)cc1 (stereo unspecified)
 : 12, -4, -0.3, 1.2, -1.0, 24, -2, 2, 1, -5
9	CCc1cccc(C)c1N1C(=O)CC(C)(C)CC1=O
 : -6, 17, -0.4, 1.4, -1.4, 5, 2, 6, -4, 9
10	CCOC(=O)C(O)(c1ccc(N(C)C(=O)c2ccc(Cl)c(Cl)c2)cc1)C(F)(F)F (stereo unspecified)
 : 8, -1, -0.3, ., 2.4, -16, -28, -5, 0, -7
11	CN1CCN(c2nc([N+](=O)[O-])nn2C)CC1
 : 0, 2, 0.1, 0.4, -1.8, -17, -8, -8, 4, 7
12	Cc1cccc2c(N=O)c(O)[nH]c12
 : 4, -2, -0.1, 3.1, 0.2, 30, -8, 5, -4, 48*
13	CSc1nc2c(c(=O)[nH]1)C(c1cccc(Cl)c1)CC(=O)N2 (stereo unspecified)
 : -6, -1, 0.1, -0.1, -1.6, 18, -5, -13, -1, 4
14	Cc1onc(-c2c(Cl)cccc2Cl)c1C(=O)ONC(=O)c1ccccc1
 : 0, -4, -0.5, 0.1, -0.3, 18, 2, 3, -7, 2
15	C[C@H](CO)N1C[C@H](C)[C@@H](CN(C)C(=O)Oc2ccc3ccccc3c2)OCc2cn(nn2)CCCC1=O
 : 6, 3, 2.3, 1.7&-0.6&0.9, ., ., ., -2, ., .
16	Cc1ccc(NC(=O)CCc2nc3sc4c(c3c(=O)[nH]2)CCCC4)nc1
 : 5, -3, -0.5, ., -0.9, ., 7, -61, ., -2
17	COc1ccc(CNC(=O)c2ccc(Cl)c(S(=O)(=O)N3CCOCC3)c2)cc1OC
 : 0, -6, 57*, -0.9, -2.3, ., -3, 0, ., -1
18	CN1CCN(c2c[nH]c(=O)[nH]c2=O)CC1
 : -7, -2, i, ., -0.8, 35, -16, 1, -5, -5
19	CN1CCc2c(OCc3ccc(F)cc3)cccc2C1=O
 : 5, -2, i, ., 3.1, 12, 1, 7, -3, 4
20	Cc1ccc(NC(=O)CN2CCOCC2)cc1C
 : 0, 2, -0.3, 0.5, 0.4, 14, -5, -2, 3, -2
21	COc1cccc2c1Oc1ncccc1N(C(=O)CCC(=O)NCc1cccc(C)c1)C2
 : 8, 1, -0.1, 0.6, -0.1, -1, 5, -6, 3, -4
22	CCOP(=O)(/C(C#N)=C(/O)c1ccccc1)c1ccccc1 (stereo unspecified)
 : -2, -2, 0.6, 1.1, 0.6, 21, 7, 7, 2, 1
23	CCOc1cc(C(c2c(C)[nH][nH]c2=O)c2c(C)[nH][nH]c2=O)ccc1O
 : 1, 1, 3.5, ., -1.5, -13, -9, 28, 2, -23
24	O=C(c1ccco1)N1CCN(Cc2nc3ccc([N+](=O)[O-])cc3c(=O)n2-c2ccccc2F)CC1
 : 15, -7, 0.3, ., 0.6, 0, -2, -3, 4, -12
25	CCOC(=O)[C@H](CCc1ccccc1)N[C@H]1CCc2ccccc2N(CC(=O)O)C1=O
 : -12, -5, i, 0.9, -0.9, ., -1, -2, ., -3
26	FC(F)(F)c1cc(CCN2C(=S)NC[C@@H]2Cc2ccccc2)cc(C(F)(F)F)c1
 : 40, 3, -5.9, 1.3, 48*, 0, -2, -3, 4, -3
27	Cc1nc2c(OCc3ccc(C(F)(F)F)cc3)cccn2c1N(C)C(=O)CCC1CCCC1
 : 17, 0, i, -0.2, ., ., ., ., ., .
28	CN(C)c1ccc(/C=C(/NC(=O)c2ccccc2Cl)C(=O)NCCN2CCOCC2)cc1
 : 4, 0, -11, -0.3, 0.5, -25, -4, -3, 6, -25
29	Cc1ccc(NC(=O)c2cc(S(=O)(=O)N3CCCCC3)c[nH]2)cc1C
 : 27, 0, -0.2, 1.3, 0.8, 6, -5, 2, 4, -15
30	Cc1ccc(N(C(=O)C2CCC(=O)N2)C2(C(=O)NC3CCCC3)CCCCC2)cc1 (stereo unspecified)
 : -5, 7, 7.5, ., -0.2, 28, -10, 6, -6, 0
31	O=C(c1ccc2c(c1)OCO2)N1CCCC(c2ccccc2)C1 (stereo unspecified)
 : 21, 1, -0.4, 0.9, -0.2, 20, -8, -8, -2, 1
32	Cc1cc2ccccc2cc1CN1CCOCC1
 : 10, -1, i, ., -0.7, 22, -2, 1, 1, 5
33	C=CCc1ccc(OCCN2CCc3ccccc3C2)c(OC)c1
 : 23, 0, -0.8, 0.4, 2.2, 5, -16, 3, 0, 9
34	OC(COc1ccc2c(c1)OCO2)CN1CCCCC1 (stereo unspecified)
 : 3, -8, i, 1.8, 0.7, 11, 6, 1, 0, 0
35	COc1ccc(/C=C/C(=O)Nc2nonc2NC(C)=O)cc1
 : -4, -1, -0.4, ., -0.3, 38, -10, 10, -2, -11
36	O=C1CCCN1CC(O)CS(=O)(=O)c1ccccc1 (stereo unspecified)
 : -5, -1, -0.4, ., -1.0, 4, -6, 4, 0, -9
37	N=C1/C(=C\c2ccc(-c3cc(Cl)cc(Cl)c3)o2)C(=O)N=C2SC=C(c3ccccc3)N12
 : 0, -5, -0.1, ., 1.1, 13, 14, 9, 6, -18
38	CCCCC1=CC2=CC(=O)C(C)(OC(=O)CC)C(=O)C2=CN1Cc1ccc(OC)cc1 (stereo unspecified)
 : 10, -10, i, 0.1, 0.3, -8, 2, -4, ., 0
39	COc1cc(/C=N/NC(=O)c2sc3nc(C)cc(C)c3c2N)ccc1O
 : -8, -24, i, 1.4, -1.5, 8, ., 14, -10, -4
40	O=C(NC1CCCCNC1=O)c1ccccc1 (stereo unspecified)
 : 0, 4, 1.9, -1.8, 0.6, 23, -4, -1, -9, 4
41	COc1cc2c3c(c1)C(C)=CC(C)(C)N3C(=O)C2=O
 : -9, -7, i, 1.0, 1.3, 7, 9, 4, 7, -1
42	CC(C)NC(=S)N=Nc1c(O)[nH]c2ccc([N+](=O)[O-])cc12
 : -20, 3, 0.1, -1.1, 7.8, 26, -11, 16, 1, 13
43	CN(Cc1ccccc1)c1nc(-c2ccc([N+](=O)[O-])cc2)nc2ccccc12
 : -2, 3, -8.3, ., -0.2, -16, -5, -7, 3, 0
44	O=C(CN1CCOCC1)Nc1ccc(N2CCN(c3ccccc3)CC2)c(F)c1
 : -15, -6, i, 0.6, -0.2, 9, -8, -4, 4, -1
45	O=C1CSC(c2ccccn2)N1c1ccc2ccccc2c1 (stereo unspecified)
 : 1, -1, -0.7, ., -0.6, 6, -7, -2, 4, -1

Some values from the results shown.
`N=C1/C(=C\c2ccc(-c3cc(Cl)cc(Cl)c3)o2)C(=O)N=C2SC=C(c3ccccc3)N12` | PfHsp40 rescue = 1.1
`O=C(CN1CCOCC1)Nc1ccc(N2CCN(c3ccccc3)CC2)c(F)c1` | MazF activator = -4

Continuation:
Every second line gives: Y pestis TopoI, Anthrax LF prot, BH1578 lux ind, TcdB GH inh, PfHsp40 rescue, VHR inh abs, SSB-PriA inh, MazF activator, 3CLpro inhibitor, Rv3671c protease
46	Cc1cc(C)c(OCCCn2ccnc2)c(C)c1
 : -3, -5, 12, -0.3, 0.1, 20, -11, 21, 7, .
47	CCC(C)NC(=O)c1ccc2c(SCC(=O)O)c3c(nc2c1)CCCC3 (stereo unspecified)
 : -3, -4, -0.4, ., -1.4, 26, -4, -6, 5, -4
48	Fc1ccc2[nH]c3c(c2c1)CN(C(=S)NCc1ccccc1)CC3
 : -5, -37, i, 0.9, 3.4, -1, -14, 21, 6, 0
49	COc1cc(CNC(=O)Nc2nnc([C@@H]3C[C@H](O)[C@@H](CO)O3)s2)cc(OC)c1OC
 : 1, -3, -0.3, -0.6, ., ., ., ., ., .
50	CC(C)C(O)(C#CCN1CCCC1)c1ccccc1 (stereo unspecified)
 : -11, -2, i, ., -0.2, 20, -6, 0, 4, -1
51	O=C(Nc1ccccc1OC(F)F)c1oc2ccccc2c1COc1ccccc1
 : 2, 2, -0.4, ., 0.1, 0, 10, -9, 0, -8
52	COc1cccc(-n2c(SCC(=O)Nc3cc(C)on3)nc3c([nH]c4ccccc43)c2=O)c1
 : 32, 4, -0.1, 1.9, -0.6, 8, -6, -11, -8, 1
53	CC(C)CCNC(=O)/C=C/c1ccc(Br)cc1
 : 0, -2, 3.4, -0.1, -0.5, 4, -11, 2, 0, -9
54	Oc1c(CN2CCCC2)cc(COCc2ccccc2)c2cccnc12
 : -7, -7, -3.6, -5.8, 281*, ., -7, 3, ., 12
55	O=C(CCC(=O)Nc1ccccc1)NNS(=O)(=O)c1ccc(Cl)cc1
 : -1, -4, -0.3, 0.1, 0.6, 2, -6, -1, -3, .
56	C[N+]1(CC(=O)Nc2ccc(F)cc2)CCN(C(=O)c2ccco2)CC1
 : 2, -2, -0.4, ., -0.6, 43, -11, -1, 1, -9
57	CCC(NS(=O)(=O)c1ccc(C)cc1)C(=O)N1CCC2(O)CCCCC2C1 (stereo unspecified)
 : -1, 0, -0.3, ., 0.5, 2, -15, -9, -3, -3
58	COc1cc(C(=O)NCC2CCCCC2)ccc1OCc1c(C)noc1C
 : 5, 1, i, 1.7, 18, ., 0, 0, ., -3

A draw from above in order of formula weight, low to high.
Every second line gives: Y pestis TopoI, Anthrax LF prot, BH1578 lux ind, TcdB GH inh, PfHsp40 rescue, VHR inh abs, SSB-PriA inh, MazF activator, 3CLpro inhibitor, Rv3671c protease
50	CC(C)C(O)(C#CCN1CCCC1)c1ccccc1 (stereo unspecified)
 : -11, -2, i, ., -0.2, 20, -6, 0, 4, -1
48	Fc1ccc2[nH]c3c(c2c1)CN(C(=S)NCc1ccccc1)CC3
 : -5, -37, i, 0.9, 3.4, -1, -14, 21, 6, 0
58	COc1cc(C(=O)NCC2CCCCC2)ccc1OCc1c(C)noc1C
 : 5, 1, i, 1.7, 18, ., 0, 0, ., -3
